Assay outcomes (PubChem BioAssay)
JMJD2C inh = inhibitors of human GASC-1 (JMJD2C) demethylase | Q9H3R0 | GST-JMJD2C(1-420) H3K9me3 demethylation, DELFIA europium | inhibition, % at 2.35 µM | hit rate 0.069% among 330,000;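 active = more than half of a compound's replicate wells show inhibition beyond 50%, single wells judged on their own value; inconclusive = some, but no more than half, of replicates pass 50% inhibition; inactive = no replicate passes 50% inhibition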;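 note: signal counts dimethyl H3K9 product captured on neutravidin plate; 0% = median of DMSO wells and 100% = 0.3 times that DMSO median; strong numbers were not always called active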
AGP1 TOR yeast = modulators of TOR pathway AGP1-GFP in S. cerevisiae; AID 2066; GFP response vs DMSO, % at 10 µM; hit rate 0.02% among 320,000; S. cerevisiae AGP1-GFP multiplex flow cytometry, 3 h; GFP as percent of DMSO wells;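 active = GFP response relative to DMSO above a set limit, near screen average plus 3 SD, cut at about 150% in these data; inconclusive = fewer than 70 cells counted for the yeast strain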;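 note: median GFP channel fluorescence of the gated AGP1 strain per well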
CIT2 TOR yeast = alters CIT2-GFP fluorescence in TOR pathway yeast screen; S. cerevisiae CIT2-GFP strain, flow cytometry, 3 h; 100 means same as DMSO wells; GFP response vs DMSO, % at 10 µM; hit rate 0.065% among 320,000;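 active = GFP response relative to DMSO above a set limit, near the screen mean plus 3 SD, cut at about 150% in these data; inconclusive = Fewer than 70 cells measured for a yeast strain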;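 note: ratio of well median GFP fluorescence to mean of DMSO wells on the plate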
LAP4-GFP MLPCN = yeast TOR pathway LAP4-GFP modulation; S. cerevisiae LAP4-GFP multiplex, flow cytometry GFP, 3 h; median GFP as percent of DMSO wells; GFP response vs DMSO, % at 10 µM; hit rate 0.34% among 320,000;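 active = GFP response vs DMSO above a set limit, about the screen mean plus 3 SD, cut at about 150% in these data; inconclusive = under 70 cell events counted for the yeast strain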
VLA-4 inh = inhibition in a human VLA-4 binding assay. P13612. VLA-4 expressing cells, ligand binding flow cytometry. inhibition, % (about 7 µM as worked out from the volumes in the protocol). hit rate 0.2% among 330,000. AID 2557; in the data active = inhibition above about 50%
RPL19A-GFP yeast = alters RPL19A-GFP fluorescence in TOR pathway yeast screen | hit rate 0.3% among 330,000 | S. cerevisiae RPL19A-GFP strain, flow cytometry, 3 h; stronger effect = lower value | percent response vs DMSO, % at 10 µM;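 active = percent response vs DMSO below 50%; inconclusive = fewer than 70 events counted for the yeast strain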;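 note: median channel GFP fluorescence of the barcoded RPL19A-GFP strain; ratio of sample median GFP to plate DMSO average so 100% = DMSO; lower means less RPL19A-GFP as with rapamycin TOR inhibition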
GRK2 inh = inhibitors of human GRK2 displacing RNA aptamer; P25098; bead flow cytometry, FAM-aptamer displacement from GRK2; inhibition of aptamer binding, % at 10 µM; hit rate 0.59% among 330,000;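 active = inhibition of aptamer binding above 40%, roughly 3 SD of noise, on plates passing a quality check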;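 note: median bead fluorescence of bound FAM aptamer so fluorescent compounds give negative values; no value below 0 was filed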
Target sequence (P25098 whole entry, looked up): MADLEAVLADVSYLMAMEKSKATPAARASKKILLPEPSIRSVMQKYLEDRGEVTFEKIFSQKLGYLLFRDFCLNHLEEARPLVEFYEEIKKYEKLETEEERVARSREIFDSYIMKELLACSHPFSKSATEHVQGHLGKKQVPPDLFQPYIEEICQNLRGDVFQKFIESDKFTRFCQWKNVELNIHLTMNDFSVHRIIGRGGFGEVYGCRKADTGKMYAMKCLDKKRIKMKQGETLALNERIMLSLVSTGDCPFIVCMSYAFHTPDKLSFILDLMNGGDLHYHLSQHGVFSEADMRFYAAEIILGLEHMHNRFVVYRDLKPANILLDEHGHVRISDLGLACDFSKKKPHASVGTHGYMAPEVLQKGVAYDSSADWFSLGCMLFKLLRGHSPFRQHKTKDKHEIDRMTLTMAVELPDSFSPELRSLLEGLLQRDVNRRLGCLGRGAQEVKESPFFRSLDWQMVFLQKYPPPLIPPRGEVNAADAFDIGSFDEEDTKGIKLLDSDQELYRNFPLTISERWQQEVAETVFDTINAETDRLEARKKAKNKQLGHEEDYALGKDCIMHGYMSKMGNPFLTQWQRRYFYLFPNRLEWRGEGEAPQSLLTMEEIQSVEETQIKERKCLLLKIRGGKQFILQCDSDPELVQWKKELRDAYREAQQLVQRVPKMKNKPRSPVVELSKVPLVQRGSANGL
MEP2 TOR yeast = modulators of TOR pathway MEP2-GFP in S. cerevisiae; S. cerevisiae MEP2-GFP strain, flow cytometry GFP, 3 h; 100% = DMSO control level; GFP response vs DMSO, % at 10 µM; hit rate 0.51% among 330,000; AID 2016;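 active = GFP response versus DMSO above a set limit, roughly screen mean plus 3 SD, cut at about 180% in these data; inconclusive = fewer than 70 cells counted for a yeast strain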;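 note: median GFP fluorescence of the barcode-gated MEP2-GFP cells per well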
* marks the source's active call; other numbers are inactive results; ? = inconclusive; / = not tested or not shown. An unsorted share of the library; any-hit rate near 1.7%.

cpd	SMILES	JMJD2C inh	AGP1 TOR yeast	CIT2 TOR yeast	LAP4-GFP MLPCN
1	Cc1ccc(C(=O)Nc2c(C)n(C)n(-c3ccccc3)c2=O)cc1S(=O)(=O)N1CCCCC1	-8	93	88	91
2	C=CCNC(=O)C(=O)Nc1ccc2c(c1)N(S(=O)(=O)c1cccs1)CCC2	-44	113	94	119
3	Cc1ccc[n+](CC(=O)Nc2cccc(Cl)c2)c1	5	96	96	85
4	Cc1ccc(C(=O)N/C(=C/c2cccs2)C(=O)NCc2ccco2)cc1	-2	98	104	107
5	CCC(=O)N1CCN(c2ccccc2NC(=O)c2ccc(-c3cccc([N+](=O)[O-])c3)o2)CC1	-1	106	108	101
6	Cn1ncc([N+](=O)[O-])c1C(=O)NC1CCCCC1	21	99	105	90
7	Cc1ccccc1N1CCN(C2CCCN(C(=O)c3ccnn3C)C2)CC1 (stereo unspecified)	19	95	92	107
8	COc1ccccc1/C=C/CN1CCCC(CCC(=O)NCc2ccc(F)c(F)c2)C1 (stereo unspecified)	-34	105	92	110
9	O=C(CSc1ncc(C(F)(F)F)cc1Cl)NCC1CCCO1 (stereo unspecified)	-14	109	108	110
10	CCOc1ccccc1C(=O)NN1CCOCC1	-21	93	91	71

cpd	VLA-4 inh	RPL19A-GFP yeast	GRK2 inh	MEP2 TOR yeast
1	16	92	0	91
2	-1	102	0	95
3	-9	101	0	96
4	22	102	4	110
5	-7	103	0	108
6	-14	96	4	107
7	22	96	2	102
8	3	97	0	94
9	9	101	0	99
10	8	111	0	100

Next part:
cpd	SMILES	JMJD2C inh	AGP1 TOR yeast	CIT2 TOR yeast	LAP4-GFP MLPCN
11	CCOc1ccc(C(=O)CSc2nnc(N)s2)cc1	1	93	95	93
12	COc1ccc(CNC(=O)C2CCN(S(=O)(=O)c3ccc4nc5c(c(C(=O)O)c4c3)CC(C)CC5)CC2)cc1 (stereo unspecified)	/	100	101	93
13	CS(=O)(=O)Nc1ccc(C(=O)N2CC(=O)Nc3ccccc32)cc1	14	105	106	99
14	CCSc1ccc(C(=O)NCC(=O)O)cc1	14	95	103	105
15	Cc1cc(C(C)(C)C)cc(C)c1S(=O)(=O)N1CC(=O)Nc2ccccc21	-9	103	97	95
16	CC(O)(CS(=O)(=O)Cc1ccccc1Cl)C(=O)Nc1cccc(C(F)(F)F)c1 (stereo unspecified)	-17	102	95	100
17	COc1ccc(Cl)cc1-c1nc(-c2ccc(NC(=O)c3cccs3)cc2)no1	-2	98	102	115
18	COCCCn1c(SCC(=O)NNC(=O)c2cccc(O)c2)nnc1-c1ccncc1	148	103	103	102
19	CC1(C)CC(=O)C2=C(C1)N(c1ccccc1)C(N)=C(C#N)C2c1ccsc1 (stereo unspecified)	-4	94	94	96
20	CC(=O)c1ccc(N2CCN(C(=O)C3CCN(S(=O)(=O)c4ccc5c(c4)CC(C)N5C(=O)C4CC4)CC3)CC2)cc1 (stereo unspecified)	-12	95	96	99

cpd	VLA-4 inh	RPL19A-GFP yeast	GRK2 inh	MEP2 TOR yeast
11	7	97	0	93
12	3	94	2	103
13	-26	99	3	103
14	0	95	2	95
15	2	103	0	104
16	8	100	5	102
17	4	104	6	123
18	9	102	35	101
19	3	94	0	98
20	0	98	3	100

Of the compounds above, 4 have an aryl thioether with sulfur outside any ring.
cpd	SMILES	JMJD2C inh	AGP1 TOR yeast	CIT2 TOR yeast	LAP4-GFP MLPCN
9	O=C(CSc1ncc(C(F)(F)F)cc1Cl)NCC1CCCO1 (stereo unspecified)	-14	109	108	110
11	CCOc1ccc(C(=O)CSc2nnc(N)s2)cc1	1	93	95	93
14	CCSc1ccc(C(=O)NCC(=O)O)cc1	14	95	103	105
18	COCCCn1c(SCC(=O)NNC(=O)c2cccc(O)c2)nnc1-c1ccncc1	148	103	103	102

cpd	VLA-4 inh	RPL19A-GFP yeast	GRK2 inh	MEP2 TOR yeast
9	9	101	0	99
11	7	97	0	93
14	0	95	2	95
18	9	102	35	101

New compounds follow:
cpd	SMILES	JMJD2C inh	AGP1 TOR yeast	CIT2 TOR yeast	LAP4-GFP MLPCN
21	O=C(NC1CC1)C1=C[C@@H](c2ccc3c(c2)OCO3)C[C@@H](OCc2ccc(CO)cc2)O1	-1	105	97	96
22	CCCCN(CC)S(=O)(=O)c1c(C)[nH]c(=O)[nH]c1=O	38	102	97	104
23	NC(=O)[C@@H]1CCCN1C(=O)[C@@H](Cc1cnc[nH]1)NC(=O)[C@@H]1CCC(=O)N1	1	100	96	92
24	CC1CCCC(n2cnc3cc(C(=O)O)ccc32)C1C (stereo unspecified)	-15	94	74	86
25	CCOC(=O)c1oc2ccccc2c1NC(=O)c1ccc(Cl)s1	-8	102	99	101
26	Cc1ccc(S(=O)(=O)N2CCOCC2)cc1C(=O)NC1CCCCCC1	-12	97	99	103
27	CC(C)(C)NC(=O)CSc1nc(O)cc(=O)n1-c1ccccc1F	-3	91	92	92
28	Cc1ccc(-c2cc3nc(C)cc(C)n3n2)cc1	-7	103	104	99
29	Cc1cc(=O)oc2cc(OCC3CC(c4ccccc4Cl)=NO3)ccc12 (stereo unspecified)	-2	100	101	99
30	CCN(CC)c1ccc(C2Nc3cccc4cccc(c34)N2)cc1	?	94	98	90

cpd	VLA-4 inh	RPL19A-GFP yeast	GRK2 inh	MEP2 TOR yeast
21	-8	100	0	104
22	3	99	0	104
23	11	98	3	98
24	13	97	0	93
25	46	97	0	101
26	-7	96	4	92
27	4	92	2	107
28	0	101	4	100
29	12	99	0	100
30	-5	99	0	102

(next part)
cpd	SMILES	JMJD2C inh	AGP1 TOR yeast	CIT2 TOR yeast	LAP4-GFP MLPCN
31	COc1ccc(C(=O)NC(=S)Nc2nc(C)cc(C)n2)cc1Br	3	105	97	116
32	COc1cccc(OC)c1C(=O)NC(=O)NNc1cc(C(F)(F)F)cc(C)n1	2	103	104	89
33	Cc1ccc(Cn2ccc(NC(=O)c3cc(-c4cccs4)on3)n2)cc1	1	97	97	101
34	COc1cccc(Cn2c(=S)[nH]c3ccc(N4CCOCC4)cc3c2=O)c1	15	91	105	87
35	Cc1ccc(-c2nnn(CC(=O)NCC3CC3)n2)o1	-1	98	97	101
36	Cc1ccc(C(=O)NCCCc2ccccc2)c(C)c1	-21	98	86	108
37	Cc1c(CCC(=O)NCCCC(=O)O)c(=O)oc2cc3oc4c(c3cc12)CCCC4	-8	98	103	103
38	O=C(NCc1ccco1)c1ccccc1-c1ccc(C(F)(F)F)cc1	3	95	96	103
39	Cc1c(NC(=O)CCCOc2ccccc2)cccc1[N+](=O)[O-]	-2	91	87	100
40	COc1cc(/C=N/OCC(=O)NC2CCS(=O)(=O)C2)ccc1OC(F)F (stereo unspecified)	-5	95	93	95

cpd	VLA-4 inh	RPL19A-GFP yeast	GRK2 inh	MEP2 TOR yeast
31	29	92	0	99
32	-9	102	/	99
33	16	105	0	103
34	-2	98	43*	101
35	4	99	0	99
36	11	99	2	98
37	3	103	/	110
38	10	94	5	99
39	7	96	0	91
40	20	94	0	92

Next section:
cpd	SMILES	JMJD2C inh	AGP1 TOR yeast	CIT2 TOR yeast	LAP4-GFP MLPCN
41	Cc1ccc(NC(=S)C2=C(O)c3sccc3N(C)S2(=O)=O)cc1	1	83	80	/
42	O=C(NC(=S)Nc1ccccc1N1CCOCC1)c1ccc(Br)cc1	-3	101	99	108
43	Cc1ccc(NC(=O)CN2C(=O)C3C4C=CC(C4)C3C2=O)cc1S(=O)(=O)N(C)C (stereo unspecified)	4	113	83	94
44	Cc1ccc(NC(=O)COC(=O)c2ccco2)cc1	1	95	101	98
45	OCC1(Cc2ccccc2)CCN(C2CCN(c3ccc(F)c(F)c3)CC2)CC1	-11	102	102	110
46	CCCCOc1ccc(C(C)NC(=O)CCS(=O)(=O)Cc2ccc(C)cc2)cc1 (stereo unspecified)	3	99	100	91
47	Cc1cc(=O)nc2c3ccccc3n(CC(=O)NCCCN3CCOCC3)n12	4	102	109	110
48	COC(=O)c1c(NC(=O)C2c3ccccc3Oc3ccccc32)sc(C)c1C	-1	99	99	98
49	Cc1cccc(NC(=O)C2CCN(S(=O)(=O)c3ccc4c(c3)OCCO4)CC2)n1	-3	103	99	100
50	C/C=C/c1ccc(OCCCCN2CCC(C)CC2)c(OC)c1	10	98	93	93

cpd	VLA-4 inh	RPL19A-GFP yeast	GRK2 inh	MEP2 TOR yeast
41	-5	94	2	90
42	16	102	2	102
43	22	93	0	89
44	36	103	0	102
45	-3	95	0	98
46	4	103	0	99
47	3	101	0	99
48	10	99	0	101
49	4	100	2	101
50	4	95	0	95

New compounds follow
cpd	SMILES	JMJD2C inh	AGP1 TOR yeast	CIT2 TOR yeast	LAP4-GFP MLPCN
51	CCOC(=O)N1CCC(Nc2ncnc3c2cnn3-c2ccc(C)cc2C)CC1	4	101	103	98
52	COc1cc([N+](=O)[O-])ccc1NC(=S)NNC(=O)c1ccc2c(c1)OCO2	-2	102	110	100
53	O=C(COC(=O)c1cccc(Cl)c1)NCCN1C(=O)CSC1=O	-1	103	104	98
54	O=C(Cc1ccc(NS(=O)(=O)c2ccc(F)cc2)cc1)NCc1cccnc1	-6	105	104	103
55	Cc1ccc(OC(C)C(=O)Nc2ccc(F)cc2)c([N+](=O)[O-])n1 (stereo unspecified)	1	95	90	106
56	CSc1nc2nc3c(cc2c(=O)n1-c1cccc(C)c1)COC(C)(C)C3	1	100	92	104
57	COc1ccc(CN(CC2CCCO2)C(=O)CN2C(=O)C(C)Oc3ccc(C)cc32)cc1OC (stereo unspecified)	-46	95	/	86

cpd	VLA-4 inh	RPL19A-GFP yeast	GRK2 inh	MEP2 TOR yeast
51	-9	101	1	108
52	7	104	3	97
53	13	102	0	101
54	3	103	0	106
55	8	104	0	98
56	-6	100	29	101
57	11	94	2	99
